Tat transport: E. coli Tat export inhibitors, primary screen, MC4100, TorA-mCherry reporter, fluorescence, single point. inhibition, % at 10 µM. actives 0.036% (n = 340,000);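 active means mean replicate inhibition at least 50% and at least half of replicates individually reaching 50%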;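 further: exported cargo escapes ClpAP degradation while cytoplasmic cargo is degraded and loses fluorescence; 0% = median of neutral control wells and 100% = median of NaSCN control wells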
DSG3 Ab inh: inhibitors of pemphigus antibody binding to DSG3, primary screen, biochemical, bead-based, flow cytometry, scFv-GFP | Desmoglein-3 (Homo sapiens), P32926 | DSG3-coupled beads, scFv-anti-DSG3-GFP binding; stronger effect = lower value | AID 588358, 2011 | actives 0.48% (n = 310,000) | binding (percent of control), % at 10 µM;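 active means binding more than 3 SD below its plate's average and above zero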;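 further: hits lower antibody fragment binding to DSG3; some compounds called inactive have numbers as strong as hits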
PfHsp90 yeast 2: growth inhibition of PfHsp90-expressing yeast, primary screen, antimalarial PfHsp90 inhibitor project, S. cerevisiae, BacTiter-Glo luminescence, single point, set 2; BacTiter-Glo ATP, 48 h; yeast lacking PDR1 and PDR3 efflux regulators; inhibition, % at 9.4 µM; actives 0.32% (n = 310,000);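 active means every replicate shows inhibition above about 80%, whatever the replicate mean, limit read from the data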;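 further: 0% = DMSO neutral controls and 100% = 20 µM radicicol positive controls; yeast relying on Plasmodium falciparum Hsp90 in place of its own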
OPRM1-OPRD1 inv: inverse agonists of MOR-DOR heterodimerization, primary screen, cell-based, luminescence; Mu-type opioid receptor (Homo sapiens) + Delta-type opioid receptor (Homo sapiens), …; cell-based MOR-DOR heterodimer luminescence, inverse agonism; inhibition, % at 9.3 µM; actives 0.21% (n = 340,000); in the data active means inhibition above about 22%, passing the limit was not always enough;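 further: 0% = cells with DMSO and 100% = wells without cells with DMSO; values of inactives mirror those of a sister screen read the other way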
Target sequence (P35372 whole entry, looked up): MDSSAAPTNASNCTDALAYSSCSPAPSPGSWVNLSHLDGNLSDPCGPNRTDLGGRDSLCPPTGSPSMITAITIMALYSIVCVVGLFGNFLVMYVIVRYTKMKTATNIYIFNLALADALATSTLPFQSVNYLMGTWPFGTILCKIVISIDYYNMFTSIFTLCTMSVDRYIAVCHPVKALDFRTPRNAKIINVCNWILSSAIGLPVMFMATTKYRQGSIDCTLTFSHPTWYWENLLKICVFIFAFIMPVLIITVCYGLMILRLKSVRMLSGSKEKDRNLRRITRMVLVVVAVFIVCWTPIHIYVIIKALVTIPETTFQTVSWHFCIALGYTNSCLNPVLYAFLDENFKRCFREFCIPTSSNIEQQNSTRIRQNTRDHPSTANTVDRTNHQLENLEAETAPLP
Target sequence (P41143 whole entry, looked up): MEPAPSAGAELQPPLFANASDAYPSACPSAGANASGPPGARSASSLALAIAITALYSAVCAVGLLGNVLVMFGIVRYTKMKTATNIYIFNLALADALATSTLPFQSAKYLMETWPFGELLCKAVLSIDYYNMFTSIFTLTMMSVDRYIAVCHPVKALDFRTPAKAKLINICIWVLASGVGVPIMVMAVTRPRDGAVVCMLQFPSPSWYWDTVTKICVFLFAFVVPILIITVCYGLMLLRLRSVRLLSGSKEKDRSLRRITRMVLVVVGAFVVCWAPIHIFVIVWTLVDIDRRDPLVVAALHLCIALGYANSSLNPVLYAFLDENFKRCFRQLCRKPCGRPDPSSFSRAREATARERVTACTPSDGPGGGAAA
SUMO Mot1 rescue: yeast Mot1-301 growth rescue at high temperature, primary screen, SUMOylation pathway inhibitor project, S. cerevisiae, ATP luminescence, 38.5C; S. cerevisiae Mot1-301 growth rescue; percent above DMSO median, 100 means doubled; growth rescue, % at 18.8 µM; actives 1% (n = 320,000); AID 2716, 2010;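 active means every valid replicate shows activation above 250% relative to neutral control wells; inactive means the rest, any valid replicate at or below 250%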;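 further: OY570 slx delta 5 strain wells were the positive control but not used for scaling; some compounds called inactive have numbers as strong as hits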
phage Ecoli inh: growth loss of phage-infected E. coli, primary screen, RecBCD inhibitor project, absorbance, with phage, HTS | inhibition, % at 11.9 µM | actives 0.26% (n = 360,000); in the data active means inhibition above about 11%
PKA-R1A activ: activators of PKA-R1A holoenzyme, primary screen, biochemical, fluorescence polarization, Cy5-IP20, bovine R1A, mouse PKAc. PKA-R1A dissociation; scaled: DMSO 0%, 113 µM cGMP 100%. activation, % at 11.4 µM. actives 0.083% (n = 340,000);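 active means percent activation above the mean of all tested compounds plus 3 SD, cut at about 19% in these data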;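 further: higher means more PKAc released from R1A so a rise in polarization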
Arrestin-AP2 inh: inhibitors of beta-arrestin/AP2 binding, primary screen, biochemical, GPCR trafficking, flow cytometry; FITC-arrestin peptide / GST-AP2 beads; AP2 beta2 appendage carries R879A mutation; actives 0.31% (n = 340,000); inhibition, % at 10 µM;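 active means inhibition above a set limit, near 3 SD of compounds lacking own fluorescence, cut at about 54% in these data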;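 further: plate controls were DMSO wells for no effect and 5 µM unlabelled arrestin peptide for full effect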
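Measured by: flow cytometry, FL1 (488/535 nm); Material: AP2 appendage R879A on GSH beads; Evaluation: percent response; Timing: pre-incubation 12 min, peptide binding 1 h, room temperature; Also added: 50 nM FITC-arrestin peptide; Medium: PBS with 0.05% Tween 20 and 0.1% BSA.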
AddAB inh: growth inhibition of E. coli expressing H. pylori AddAB, primary screen, AddAB inhibitor project, absorbance; inhibition, % at 11.9 µM; actives 0.29% (n = 330,000); in the data active means inhibition above about 12%;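 further: 0% = vehicle wells of infected cells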
MOR-DOR ag: agonists of OPRM1-OPRD1 heterodimerization, primary screen, cell-based, luminescence; Mu-type opioid receptor (Homo sapiens) + Delta-type opioid receptor (Homo sapiens), …; cells; activation, % at 9.3 µM; actives 0.3% (n = 340,000); AID 504326, 2011; in the data active means activation above about 18%;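 further: 0% = vehicle-treated cells and 100% = reference agonist; values of inactives mirror those of a sister screen read the other way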
E coli growth: E. coli V3065 growth inhibition, primary screen, counter-screen for AddAB inhibitor project, absorbance, OD600 | 18 h | inhibition, % at 11.9 µM | actives 0.27% (n = 330,000) | AID 449728, 2010;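 active means inhibition above the campaign's mean inhibition across all tested compounds plus 3 SD, cut at about 9.9% in these data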;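 further: uninfected addAB+ strain grown without phage in ampicillin broth; 0% = DMSO wells and 100% = ciprofloxacin 0.95 µg/ml wells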
Starred values were filed as active, the others as inactive; · = no result given.

No.	molecule	Tat transport	DSG3 Ab inh	PfHsp90 yeast 2	OPRM1-OPRD1 inv	SUMO Mot1 rescue	phage Ecoli inh	PKA-R1A activ	Arrestin-AP2 inh	AddAB inh	MOR-DOR ag	E coli growth
1	Cc1ccc(S(=O)(=O)N2CCCC2CNC(=O)C(=O)NC2CC2)cc1 (stereo unspecified)	-4	104	-7	1	-7	3.7	2	-5	0.0	-0.1	-1.5
2	C/C(=N\NC(=O)c1ccccc1)c1ccc2c(c1)OCO2	-4	96	12	3	4	3.1	-4	-5	1.8	-0.5	3.2
3	Cc1ccc(N(C(=O)CNC(=O)c2cccs2)C(C(=O)NC2CCCC2)c2ccncc2)cc1 (stereo unspecified)	3	116	-28	12	5	4.6	-5	-8	-0.1	-2.3	-0.1
4	COc1cc(N)c(Cl)cc1C(=O)OCC(=O)c1cccs1	-4	·	-6	2	-6	1.1	-3	15	1.3	-0.3	-2.0
5	O=C(/C=C/c1ccc(F)cc1)NC(Cc1c[nH]c2ccccc12)C(=O)O (stereo unspecified)	-2	108	20	4	10	3.9	0	-2	-0.2	-0.7	-1.6
6	CCc1ccccc1-n1c(-c2ccncc2)n[nH]c1=S	14	98	-20	9	-8	3.4	-3	-3	-0.6	-1.8	2.7
7	c1nnc(NC2=NCCC2)s1	-4	95	3	14	19	2.2	-8	-9	-0.1	-2.3	0.6
8	CC(C)[C@H](NC(=O)c1ccccc1Cl)C(=O)OCC(=O)N1CCCCC1	-12	98	·	9	6	0.6	-2	16	-0.7	-1.8	1.1
9	Cc1ccc(/C=C/C(O)=C2/C(=O)N(C)C3(C)CC2c2ccccc2O3)cc1 (stereo unspecified)	-13	100	64	-4	31	1.4	-3	10	2.5	0.7	1.5
10	O=C(NCCN1CCCCC1)c1ccc(=O)oc1	-11	91	·	11	5	-0.4	12	2	-1.2	-2.0	-1.1

The listing continues.
No.	molecule	Tat transport	DSG3 Ab inh	PfHsp90 yeast 2	OPRM1-OPRD1 inv	SUMO Mot1 rescue	phage Ecoli inh	PKA-R1A activ	Arrestin-AP2 inh	AddAB inh	MOR-DOR ag	E coli growth
11	CCOc1ccc(Cn2c3ccc(OC)cc3c3nc4ccccc4nc32)cc1	3	124	-2	11	-1	2.0	-8	-2	0.6	-2.4	0.3
12	O=C(N1CCOCC1)C12CCC3CC(CC(C3)C1)C2	3	105	27	4	-5	2.4	4	5	2.4	-1.0	0.0
13	COc1cc(NS(=O)(=O)c2ccc(NC(=O)C3CCCO3)cc2)nc(OC)n1 (stereo unspecified)	14	107	-26	0	-18	3.9	0	2	1.4	-0.1	0.2
14	Cc1ccccc1-n1nnnc1SCC(C)C	4	79	3	-12	-9	2.8	-2	29	0.4	2.0	0.9
15	CCCn1c(=O)c(C(=O)Nc2ccccc2C(=O)OCC)c(O)c2ccccc21	9	105	·	13	5	·	6	5	0.9	-2.6	0.2
16	O=C(Nc1nccs1)c1cc(-c2ccccc2)nc2ccccc12	2	84	-8	-20	28	3.6	-7	0	-2.9	3.0	-1.1
17	O=C(Nc1ccccc1N1CCOCC1)c1cc2c(s1)CCCCC2	5	·	-14	-5	4	1.0	-8	2	-0.4	0.9	-0.5
18	CCOCC(=O)Nc1ccc2c(c1)OCCO2	-2	105	-21	17	-5	-0.8	-4	3	2.9	-3.1	1.4
19	COc1ccc(S(=O)(=O)N(Cc2ccco2)Cc2cc3ccccc3[nH]c2=O)cc1	14	104	14	1	29	0.1	-1	-10	1.9	-0.2	2.2
20	CCNC(=O)NC(=O)C(C)SCc1ccccc1C (stereo unspecified)	0	90	-5	1	2	1.1	-3	1	2.2	-0.1	-1.5

Additional compounds:
No.	molecule	Tat transport	DSG3 Ab inh	PfHsp90 yeast 2	OPRM1-OPRD1 inv	SUMO Mot1 rescue	phage Ecoli inh	PKA-R1A activ	Arrestin-AP2 inh	AddAB inh	MOR-DOR ag	E coli growth
21	COc1cc(C2CC(=O)Oc3cc(O)ccc32)cc(OC)c1OC (stereo unspecified)	0	98	-20	15	·	0.6	-8	0	-0.6	-3.0	0.9
22	COc1cccc(N=c2oc3cc(O)ccc3cc2C(=O)NCC2CCCO2)c1 (stereo unspecified)	2	99	-8	5	-3	2.2	-22	8	-0.4	-0.9	-2.9
23	CCCN(CCO)Cc1cccc(Cl)c1	-6	104	11	1	12	2.5	-2	3	5.1	-0.2	0.5
24	CNS(=O)(=O)c1ccc(CCC(=O)N2CCOCC2)cc1	4	114	0	15	25	2.4	-3	-5	-0.2	-3.0	2.5
25	O=c1c2cc(Br)ccc2nc2n1CCCCC2	-14	·	13	15	2	·	-11	8	0.8	-2.4	-2.0
26	O=C1CCCC2=C1C(c1cccs1)n1nc(SCc3ccccc3)nc1N2 (stereo unspecified)	-2	102	·	19	11	-0.2	1	8	-0.8	-4.2	-2.2
27	O=C(Nc1ccccc1C(=O)NCC1CCCO1)c1ccccc1F (stereo unspecified)	2	104	-7	6	-18	1.6	-9	-10	1.6	-1.2	2.3
28	Cc1cc(OCCCN2CCN(Cc3ccccc3)CC2)ccc1[N+](=O)[O-]	-3	100	3	-4	125	-2.1	2	5	0.0	0.7	-0.8
29	Cc1nnc2sc(SCC(=O)Nc3nccs3)nn2c1=O	-5	122	10	8	-6	3.1	-6	1	2.5	-1.5	-1.1
30	CC(=O)c1ccc(S(=O)(=O)NCCc2cn3ccc(C)cc3n2)cc1	-12	102	13	5	-7	2.0	-10	-3	1.0	-1.5	-0.5

(continued)
No.	molecule	Tat transport	DSG3 Ab inh	PfHsp90 yeast 2	OPRM1-OPRD1 inv	SUMO Mot1 rescue	phage Ecoli inh	PKA-R1A activ	Arrestin-AP2 inh	AddAB inh	MOR-DOR ag	E coli growth
31	CC(=O)CSc1ccc(-c2nc3cc(C)c(C)cc3[nH]2)cn1	3	102	-29	-242	-9	5.0	-6	-11	0.7	47*	1.4
32	CC(C)Cn1c(CCCNC(=O)c2ccco2)nc2ccccc21	-2	100	12	3	-1	1.4	-13	23	-0.3	-0.5	2.7
33	COc1cc(C2CC(=O)Nc3ccccc3S2)cc(OC)c1OC (stereo unspecified)	2	99	15	13	-4	2.7	-5	4	5.8	-2.9	2.1
34	Fc1ccc(COc2ccccc2-c2ccnc3ncnn23)cc1	-8	107	-3	10	·	4.0	1	18	-0.2	-2.0	1.6
35	O=C(CC(c1ccccc1)c1ccccc1)NCCO	2	101	-12	8	-20	3.0	-3	18	2.1	-1.5	2.3
36	C=CCOc1ccccc1/C=N/n1nnnc1N	-11	117	13	13	-6	-1.5	2	-22	1.8	-2.5	0.1
37	C/C(CC(=O)Nc1cc(Cl)ccc1Cl)=N\NC(=O)c1ccccc1Br	4	100	-2	16	11	4.4	0	-22	2.6	-3.6	1.6
38	O=C(Nc1ccc(-c2noc(COc3ccccc3Cl)n2)cc1)c1ccco1	-13	100	18	-11	-13	2.1	-12	8	1.1	2.5	-3.0
39	O=C(CSc1ccc2c(c1)OCCO2)Nc1cccc(S(=O)(=O)N2CCCCC2)c1	-3	110	·	14	7	4.3	2	3	0.9	-2.6	2.1
40	COc1ccc(C(=O)Nc2c3c(nn2-c2ccc([N+](=O)[O-])cc2)CS(=O)(=O)C3)cc1	3	94	3	16	1	-0.5	-5	-13	2.2	-2.9	-2.2

The list goes on, starting with the last 3 of the part before.
No.	molecule	Tat transport	DSG3 Ab inh	PfHsp90 yeast 2	OPRM1-OPRD1 inv	SUMO Mot1 rescue	phage Ecoli inh	PKA-R1A activ	Arrestin-AP2 inh	AddAB inh	MOR-DOR ag	E coli growth
38	O=C(Nc1ccc(-c2noc(COc3ccccc3Cl)n2)cc1)c1ccco1	-13	100	18	-11	-13	2.1	-12	8	1.1	2.5	-3.0
39	O=C(CSc1ccc2c(c1)OCCO2)Nc1cccc(S(=O)(=O)N2CCCCC2)c1	-3	110	·	14	7	4.3	2	3	0.9	-2.6	2.1
40	COc1ccc(C(=O)Nc2c3c(nn2-c2ccc([N+](=O)[O-])cc2)CS(=O)(=O)C3)cc1	3	94	3	16	1	-0.5	-5	-13	2.2	-2.9	-2.2
41	CC(/C=N/n1c(-c2ccco2)n[nH]c1=S)=C\c1ccco1	-7	111	-9	-9	-14	1.8	2	1	-1.6	1.7	-0.9
42	Cc1cccc(C(c2c(C)nn(-c3ccccc3)c2N)c2c(C)nn(-c3ccccc3)c2N)c1	-2	·	40	1	11	0.0	-6	1	-1.6	-0.3	-1.6
43	Cc1cc(C)nc(NC(C)(C)C(=O)O)n1	-1	95	-11	16	146	4.5	-7	-18	2.6	-3.0	-0.8
44	CN(C)c1cccc(C(=O)NNC(=O)CSc2ccccc2)c1	0	92	-23	8	86	0.6	11	22	4.1	-1.2	-2.3
45	Cc1nnc(SCC(=O)N2CCOCC2)c2ccccc12	-7	·	·	10	0	1.9	-7	8	1.1	-1.8	-2.4
46	O=C(CC(C(=O)O)c1ccccc1)Nc1cccc2ccccc12 (stereo unspecified)	9	110	2	7	-5	0.2	-1	25	2.4	-1.3	1.7
47	CCCCOc1ccc(/C=C/C(=O)N(CC)CC(=O)Nc2ccc3c(c2)OCCO3)cc1OC	6	98	17	9	3	3.2	-7	25	1.0	-1.8	0.1
48	Cc1cc(C)cc(SCc2noc(C(=O)NCC3CCCO3)c2C(=O)O)c1 (stereo unspecified)	-6	96	2	6	-6	-3.7	0	-8	0.0	-1.0	-0.5

High-throughput results: PubChem, several laboratories

Random draw from the library (roughly 2.8% active in at least one column).
